EBI2 antag = EBI2 receptor antagonists, beta-arrestin recruitment, primary screen, cell-based, luminescence, 7a,25-OHC stimulation, uHTS; G-protein coupled receptor 183 (Homo sapiens), P32249; 7a,25-OHC stimulated; inhibition, % at 5 µM; hit rate 0.81% among 360,000; in the data active = inhibition above about 38%;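 note: enzyme fragment complementation signal reports receptor beta-arrestin coupling in cells; 0% = agonist plus DMSO wells and 100% = wells without agonist; some results beyond the cut were filed as inactive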
Target sequence (P32249 whole entry, looked up, the tested form may be a part): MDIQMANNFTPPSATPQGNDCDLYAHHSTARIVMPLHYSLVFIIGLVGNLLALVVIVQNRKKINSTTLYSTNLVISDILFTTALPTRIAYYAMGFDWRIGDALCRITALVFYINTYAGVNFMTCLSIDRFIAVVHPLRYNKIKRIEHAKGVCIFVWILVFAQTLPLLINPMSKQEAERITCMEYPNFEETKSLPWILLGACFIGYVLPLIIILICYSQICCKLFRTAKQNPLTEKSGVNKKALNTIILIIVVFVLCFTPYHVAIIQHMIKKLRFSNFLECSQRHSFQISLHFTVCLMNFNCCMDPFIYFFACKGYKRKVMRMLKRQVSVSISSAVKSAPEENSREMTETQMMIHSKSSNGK
An asterisk follows results filed as active; & = joins results of further samples.

EBI2 antag	mol
-9	CCCNC(=O)c1cc(C2CCCCN2C(=O)c2cc(OC)c(C)c(OC)c2)on1 (stereo unspecified)
-9	O=c1[nH]c(=S)[nH]c2c1C(c1ccccc1)OC(C1CCCCC1)C2 (stereo unspecified)
1	CC(=O)NC(c1ccc(F)c(F)c1)c1nc(-c2cccc(C(=O)O)c2)cs1 (stereo unspecified)
2	COc1cccc(-c2cc(NC=O)c3ncc(-c4cc(OC)c(OC)c(OC)c4)n3c2)c1
0	O=C(C[C@H]1CC[C@H]2[C@@H](COC[C@@H](O)CN2S(=O)(=O)c2ccc(F)cc2)O1)N[C@@H]1CCN(Cc2ccccc2)C1
-4	CC1(C(=O)NCc2ccccc2)Cc2c(-c3ccc4c(c3)OCO4)ccnc2O1 (stereo unspecified)
-5	CCCc1cnc(Nc2nc(C(N)Cc3ccc(C(F)(F)F)cc3)cs2)nc1 (stereo unspecified)
-18	CN1CCC(C)(C(=O)Nc2cccc(Oc3ccccc3)c2)C1 (stereo unspecified)
-4	CS(=O)(=O)N1Cc2cc(C(=O)NCC3CC3)nc(-c3cccc(-c4cccnc4)c3)c2[C@H]1CCO
22	CC(C)c1cccc(-c2csc(C(C)(O)c3cccc(F)c3)n2)c1 (stereo unspecified)

The listing continues:
EBI2 antag	mol
0	COc1ccc(CNC(=O)Nc2nc(C(N)Cc3ccc(C(F)(F)F)cc3)cs2)cc1 (stereo unspecified)
17	COc1ccc(OC)c(NC(=O)C2(C)CCN2Cc2cccc(OC)c2OC)c1 (stereo unspecified)
-4	Cc1ccc(SCc2c(C(=O)N/N=C/c3cccs3)nnn2-c2nonc2N)cc1
-8	c1cc(-c2ccc(N3CCOCC3)cc2)n2ccnc2c1
-10	Cc1ccccc1N1CCN(C2CCCN(C(=O)CSc3ccccn3)C2)CC1 (stereo unspecified)
-12	CCCn1c(SCC(=O)Nc2ccc(S(=O)(=O)N3CCOCC3)cc2)n[nH]c1=O
0	CC1ON=C(c2ccc(F)cc2)NC1=O (stereo unspecified)
-33	COC1=CC(=O)c2nc(Cl)ccc2C1=O
7	COc1cccc(NC(=O)C2(C)CCN2C(=O)CCc2ccc(Cl)cc2Cl)c1 (stereo unspecified)
31	COc1ccc(-c2cc3nc(NCCOc4ccccc4)ccn3n2)cc1

4 entries from above, as a markdown table:
| Compound | EBI2 antag |
| --- | --- |
| Cc1ccccc1N1CCN(C2CCCN(C(=O)CSc3ccccn3)C2)CC1 (stereo unspecified) | -10 |
| Cc1ccc(SCc2c(C(=O)N/N=C/c3cccs3)nnn2-c2nonc2N)cc1 | -4 |
| CC1ON=C(c2ccc(F)cc2)NC1=O (stereo unspecified) | 0 |
| CCCn1c(SCC(=O)Nc2ccc(S(=O)(=O)N3CCOCC3)cc2)n[nH]c1=O | -12 |

Further entries.
EBI2 antag	mol
-7	C[C@@H]1CN([C@@H](C)CO)C(=O)CCCn2nncc2CO[C@H]1CN(C)C(=O)OCc1ccccc1
11	O=C(Nc1ccc(F)cc1)C(c1ccnc2ccccc12)N1CCN(c2cccc(C(F)(F)F)n2)CC1 (stereo unspecified)
-50	Cc1cnc(C2OCCO2)c2cccc(N)c12
-6	COc1cccc(CNC(=O)[C@@H]2CCCN2C(=O)[C@@H]2CCCN2C(=O)c2cccc(OC)c2)c1
4	c1ccc(-c2nnc3oc(-c4cccs4)nn23)cc1
4	CCOC(=O)C1=C[C@@H](CC)N(S(=O)(=O)c2ccc([N+](=O)[O-])cc2)[C@H]1c1ccccc1
4	CCCNC(=O)C1(C)CCCN(Cc2ccc(C(F)(F)F)cc2)C1 (stereo unspecified)
2	O=c1[nH]nc2c3ccccc3occ1-2
3	CCCNC(=O)C[C@@H]1CC[C@@H]2[C@H](COC[C@H](O)CN2C(=O)c2cc(Cl)cc(Cl)c2)O1
-7	CN(c1ccccc1)S(=O)(=O)c1cccc(NC(=O)CCNC(=O)c2ccco2)c1

Looked up one by one from the entries so far (4):
EBI2 antag	mol
-50	Cc1cnc(C2OCCO2)c2cccc(N)c12
4	c1ccc(-c2nnc3oc(-c4cccs4)nn23)cc1
3	CCCNC(=O)C[C@@H]1CC[C@@H]2[C@H](COC[C@H](O)CN2C(=O)c2cc(Cl)cc(Cl)c2)O1
4	CCCNC(=O)C1(C)CCCN(Cc2ccc(C(F)(F)F)cc2)C1 (stereo unspecified)

Additional structures follow:
EBI2 antag	mol
-1	CNc1cccc(-c2ccc(C(=O)N3CCOCC3)cc2)n1
0	CN(C)c1cccc(NC(=O)C2(C)Cc3c(-c4cccnc4)ccnc3O2)c1 (stereo unspecified)
2	COC(=O)[C@@]12C[C@@H](CC(=O)NCc3ccc(C)o3)C(=O)N(Cc3ccco3)C1=CCC(C)(C)C2
-6	CNc1ncnc2c1ncn2[C@H]1CN(Cc2cccs2)C[C@@H](CO)O1
-4	CCOC(=O)C1(C)CCN1C(=O)c1ccoc1 (stereo unspecified)
-7	O=C1NC[C@@H](CCCCN2CCN(CCc3ccc(O)cc3)C(=O)C2=O)N(Cc2ccccc2)C1=O
-8	CC1(C)CC(=O)C=C(c2cccc(OC(=O)c3ccc(-c4ccccc4)cc3)c2)C1=O
3	CN1CCN(c2ccc(CNC(=O)C3Cc4c(-c5ccc(Cl)cc5)ccnc4O3)cc2)CC1 (stereo unspecified)
13	Cc1cc(F)ccc1-c1cc(C(=O)Nc2ccccc2)[nH]n1
10	CC(C)(C)NC(=O)C(c1ccccc1F)n1c(=O)c(-c2cc3ccccc3[nH]2)nc2ccccc21 (stereo unspecified)

More results
EBI2 antag	mol
-8&-10	O=C(NC1CCN(Cc2ccccc2)CC1)c1[nH]c(C(F)(F)F)nc1-c1ccccc1
-6	CN1CCC(N2CCN(C3CN(C4CCCCC4)S(=O)(=O)C3)CC2)CC1 (stereo unspecified)
-2	CC(=O)Nc1ccc(-c2ccnc3c2CC(C)(C(=O)Nc2cccc(OC(F)(F)F)c2)O3)cc1 (stereo unspecified)
8	O=C1[C@H]2[C@@H]3CCN1CCC[C@@H]2C=C[C@@H]3c1ccc(Br)cc1
12	COc1ccc(-c2ccccc2)cc1NC(=O)C1(C)CCN1C(=O)C(C)C (stereo unspecified)
1	Cc1c(CC(=O)N2CCC(O)CC2)c(=O)oc2cc3c(cc12)CCC1(CCCCC1)O3
-4	CCOC(=O)[C@]12CCCC=C1N(Cc1ccc3c(c1)OCO3)C(=O)[C@H](CC(=O)N1CCOCC1)C2
-2	OC(c1ccccc1)c1nc(-c2cccc3cccnc23)cs1 (stereo unspecified)
21	CCCCCC(=O)N1C[C@H](n2cc(-c3ccc(F)cc3)nn2)[C@@H](O)C[C@@H]1c1ccc(C)cc1
-4	COCC(=O)N1C[C@H]2CON(C)[C@H]2C[C@H]1c1ccc(N2CCCCC2)cc1

(more compounds)
EBI2 antag	mol
-9	COc1ccc([C@H]2CC(=O)C[C@@H](CCn3ccnn3)O2)cc1
-4	O=C(Nc1cccc(Cl)c1Cl)c1csc([C@@H]2O[C@H](CO)[C@H](O)[C@H](O)[C@H]2O)n1
-7	CCCOc1ccc(F)cc1-c1cc(C(=O)NCc2ccccc2OC)[nH]n1
7	COc1cccc(C(NC(C)=O)c2nc(-c3ccc(C)c(C)c3)cs2)c1 (stereo unspecified)
-2	C[C@H](CO)N1C[C@H](C)[C@@H](CN(C)C(=O)Nc2cccc(F)c2)Oc2ncc(Br)cc2C1=O
-3	CNC[C@H]1OCc2ccccc2-c2ccccc2C(=O)N([C@@H](C)CO)C[C@H]1C
2	Cc1ccc(S(=O)(=O)NC(=O)C2(C)CCN2C(=O)Cc2ccc(Cl)cc2Cl)cc1 (stereo unspecified)
-1	Cc1ccccc1CNC(=O)c1csc([C@@H]2C[C@H](O)[C@@H](CO)O2)n1
7	COc1ccc(NC(=O)c2cccc3c(-c4cccnc4)coc23)cc1
13	Cc1ccc(S(=O)(=O)NCc2ccccc2)cc1C(=O)N1CCN(S(=O)(=O)c2ccccc2F)CC1

(list continues)
EBI2 antag	mol
-2	CCOC1=C2[C@H](c3ccc(Cl)cc3)N(S(=O)(=O)c3ccc(C)cc3)C[C@H]2n2c(=O)n(-c3ccccc3)c(=O)n2C1
37	CCOc1ccc(CCN2C(=S)N([C@@H](CC(C)C)CN3CCC[C@@H]3CN3C(=S)NC[C@@H]3Cc3ccccc3)C[C@@H]2Cc2ccc(O)cc2)cc1
-6	Cn1nc(C(=O)OCC(=O)NCc2ccc(Cl)cc2Cl)c2ccccc2c1=O
-2	COc1cccc(-c2ccc3c(c2)N(Cc2ccc(F)cc2)C(=O)C(C)S3)c1 (stereo unspecified)
18	COc1cc(F)ccc1-c1csc(C(C)(O)c2ccccc2)n1 (stereo unspecified)
-18	COc1ccc(OC)c(NC(=O)Nc2nc(C(C)N)cs2)c1 (stereo unspecified)
-10	CCCCc1ccc(S(=O)(=O)NC(=O)C2(C)CCN2C(=O)c2ccccc2)cc1 (stereo unspecified)
-7	O=C(Nc1cccc(Br)c1)Oc1cccc2cccnc12
4	Cc1ccc2nc(-c3ccc(Cl)cc3)c(Cc3ccccn3)n2c1
-1	CCc1ccc(/C=C2\SC(=S)N(CCCC(=O)NC3=NCCS3)C2=O)cc1

Arranged by SMILES length (lowest first): some entries from above.
EBI2 antag	mol
-18	COc1ccc(OC)c(NC(=O)Nc2nc(C(C)N)cs2)c1 (stereo unspecified)
-1	CCc1ccc(/C=C2\SC(=S)N(CCCC(=O)NC3=NCCS3)C2=O)cc1
-2	COc1cccc(-c2ccc3c(c2)N(Cc2ccc(F)cc2)C(=O)C(C)S3)c1 (stereo unspecified)

(more compounds)
EBI2 antag	mol
31	CN(C)C(=O)c1cccc(-c2cnc3c(NC=O)cc(-c4ccccc4F)cn23)c1
-13	CC(C)NC(=O)c1cc(C2CCCCN2C(=O)c2cc(C(C)(C)C)nn2C)on1 (stereo unspecified)
-1	C[C@@H]1CCCCO[C@H](CN(C)C(=O)Nc2ccc(C(F)(F)F)cc2)[C@@H](C)CN([C@H](C)CO)C(=O)c2cc(NC(=O)Nc3ccc4c(c3)OCO4)ccc2O1
-6	O=c1[nH][nH]c2c1[C@H](CCc1cccc(Cl)c1)O[C@H](C1CC1)C2
-11	CC(=O)Nc1cncc(-c2ccccc2N(C)C)n1
-1	Cc1nc(SCC(=O)N2CCCC2=O)c2c(C)c(C)sc2n1
-8	OC[C@@H]1CN(Cc2ccccc2)C[C@H](n2cnc3c(N4CCCC4)ncnc32)O1
9	CCOC(=O)C1CCCN(C(=O)c2ccc(C(F)(F)F)nc2C)CC1 (stereo unspecified)
-2	COc1ccc(C(=O)NCC2CCCO2)cc1S(=O)(=O)NCc1ccc(Cl)cc1 (stereo unspecified)
-5	NC(c1csc(Nc2ccc(C(F)(F)F)cn2)n1)C1CCCCC1 (stereo unspecified)

Next part.
EBI2 antag	mol
-4	COc1ccc(NC(=O)N(C)C[C@H]2Oc3ncc(C#C[C@@H](C)O)cc3C(=O)N([C@H](C)CO)C[C@H]2C)cc1
29	COc1ccc(-c2nc3c4ccccc4ccn3c2Cc2ccccc2)cc1OC
0	O=C(NC1CCCC1)C(c1ccccc1)n1c(-c2ccc3c(c2)CCO3)nc2ccccc21 (stereo unspecified)
16	COc1cc(-c2cnc3c(NC=O)cc(-c4ccc(N5CCN(C)CC5)cc4)cn23)cc(OC)c1OC
48*	CS(=O)(=O)c1ccc(C(=O)OCC(=O)N2CCN(CCC3CCCCC3)CC2)cc1[N+](=O)[O-]
-11	O=C(CCN1CCCCC1)Nc1ccc(F)c(F)c1
12	COC(=O)c1ccc2nc(-c3ccccc3)c(Cc3ccc(OC)cc3C)n2c1
-11	COCCNC(=O)C1(C)CCCN(C(=O)c2cccc3ccccc23)C1 (stereo unspecified)
2	O[C@H]1C[C@H](c2ccccc2)N(CC2CCCCC2)C[C@@H]1n1cc(C2CC2)nn1
1	COc1ccccc1Cc1c(-c2ccc(Cl)cc2)nc2c(C)cc(Br)cn12

(more compounds)
EBI2 antag	mol
-26	O=C(Nc1cccnc1)C1Cc2c(-c3ccco3)ccnc2O1 (stereo unspecified)
-6	CC(C)(C)OC(=O)N1CCN(C(=O)c2ncn3c2c(=O)[nH]c2ccccc23)CC1
-5	CO[C@H]1CN(C)C(=O)c2cc(NC(=O)c3ccccc3)ccc2OC[C@H](C)NC[C@@H]1C
-48	O=C(NCc1ccccc1)c1nc(-c2c(F)cccc2F)oc1-c1ccccc1
-2	COc1ccc(-c2ccc(C(=O)NCC3CCOCC3)c3occc23)c(C)c1
-4	Cc1ccc2ccc(C(Nc3ccccc3)c3ccc(F)cc3)c(O)c2n1 (stereo unspecified)
11	CC(C)[C@@H](NC(=O)OC(C)(C)C)c1cc(C(=O)c2c(-c3ccccc3)[nH]c3ccccc23)c(N)s1
8	Cc1cc(C(O)c2ncc(-c3ccccc3C)[nH]2)ccc1F (stereo unspecified)
44*	CCCCn1nnnc1C(c1cccs1)N1CCN(C/C=C/c2ccccc2)CC1 (stereo unspecified)
4	Cc1ccccc1Nc1nc(Cl)nc(NC(C)(C)C)n1

Further entries follow:
EBI2 antag	mol
-13	CCCCN1CC(C)(C)[C@H](CC(=O)Nc2ccc(Br)cc2)C1=O
3	O=C1NC[C@@H](CCCCN2C[C@H](Cc3ccccc3)N(CCC3CCCCC3)C(=O)C2=O)N(CCc2ccc(O)cc2)C1=O
-6	CCOC(=O)c1c(C)[nH]c(C)c1C(=O)COC(=O)/C=C/c1cccc([N+](=O)[O-])c1
-6	CC(=O)N1CCN(C(=O)c2[nH]c(C(F)(F)F)nc2-c2ccccc2)CC1
19	c1ccc(NN=C(c2ccccc2)c2cccs2)cc1
8	CCOC(=O)N1CCN(S(=O)(=O)N2CCCC(C(=O)NCc3cc(Br)ccc3OC)C2)CC1 (stereo unspecified)
3	O=C(Nc1ccc(F)c(Cl)c1)c1csc([C@@H]2O[C@H](CO)[C@H](O)[C@H](O)[C@H]2O)n1
18	Cc1ccc(S(=O)(=O)N(C)C[C@H]2OCCCC[C@H](C)Oc3ccc(NC(=O)Nc4cccc5ccccc45)cc3C(=O)N([C@@H](C)CO)C[C@H]2C)cc1
-1	COC(=O)c1ccc2nc(-c3cccc(Br)c3)c(Cc3ccsc3)n2c1
-2	COc1ccc(Cl)cc1-c1noc([C@@H]2O[C@H](CO)[C@H](O)[C@H](O)[C@H]2O)n1
4	CCCCCCN1C[C@@H](n2cc(C3CC3)nn2)[C@H](O)C[C@@H]1c1ccccc1
-2	Cc1ccc(NC(=O)CNC(=O)CN2C(=O)c3ccccc3C2=O)cc1

Screens deposited in PubChem BioAssay by Sanford-Burnham Center for Chemical Genomics.

An excerpt; rates above refer to the full screens.
